PAX8 reporter: inhibitors of PAX8 transcriptional activity in RMG-I cells. inhibition, % at 12.6 µM. RMG-I TPO-luciferase reporter, SteadyGlo, 24 h. AID 652154. 1.2% of 360,000 active;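 active = mean replicate inhibition at least 60% with every replicate also reaching 60%; inconclusive = only one of the two criteria is met; inactive = mean below 60% and not all replicates reaching 60%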;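 note: luciferase light reporting Pax8 driven TPO promoter activity; plate controls were median of neutral control wells for no effect and mitoxantrone controls for full effect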
ARNT TACC3 PPI: ARNT/TACC3 interaction disruption. Q9Y6A5. AlphaScreen His-ARNT PAS-B/GST-TACC3 binding, luminescence; TACC3 fragment carries E629A point mutation. inhibition, % at 9.99 µM. 0.66% of 390,000 active. AID 623870;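 active = mean inhibition of replicates at least 50% and at least half of replicates each reaching 50%; inconclusive = half or more replicates reach 50% but mean below 50%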;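 note: 0% = complete ARNT plus TACC3 wells and 100% = ARNT alone without TACC3; many hits fall short of the cut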
EWS-Fli block: blocks EWS/Fli oncoprotein-driven transcription; A673 NR0B1-luciferase reporter, viability-normalised; inhibition, % at 12.6 µM; 0.67% of 350,000 active; AID 651661;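 active = mean inhibition of at least 50% after viability correction, with every replicate also passing that limit; inconclusive = mean reaches 50% but only one of two replicates passes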;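 note: firefly luciferase signal divided by Alamar Blue viability fluorescence both relative to DMSO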
SIRT5 block: sirtuin-5 (human) deacylase inhibition. Q9NXA8. Purified SirT5, succinyl-peptide AMC, trypsin-coupled fluorescence. inhibition, % at 15 µM. 1.1% of 330,000 active. AID 652115; in the data active = inhibition above about 15%; inconclusive = no clear call, values can overlap the other calls
Target sequence (Q9NXA8 whole entry, looked up): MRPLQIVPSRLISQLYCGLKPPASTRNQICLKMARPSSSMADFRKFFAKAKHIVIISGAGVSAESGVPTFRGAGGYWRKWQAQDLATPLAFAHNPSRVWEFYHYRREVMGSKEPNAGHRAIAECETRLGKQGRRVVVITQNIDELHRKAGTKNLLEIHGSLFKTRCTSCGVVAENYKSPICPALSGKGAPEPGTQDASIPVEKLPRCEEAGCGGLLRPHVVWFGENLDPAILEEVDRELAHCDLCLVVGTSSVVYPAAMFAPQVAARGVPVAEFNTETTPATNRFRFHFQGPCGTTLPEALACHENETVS
DENV2 CPE rescue: protects cells from dengue virus 2 cytopathic effect | CPE inhibition, % at 9.99 µM | 1.7% of 350,000 active | DENV2-infected cells, cytopathic effect rescue, plate reader; in the data active = CPE inhibition above about 20%, passing the limit was not always enough; inconclusive = no clear call, values can overlap the other calls; tested in BHK-21 cells;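 note: 0% = median of neutral control wells and 100% = median of positive control wells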
LGR2 antag: inhibitors of bursicon-induced Drosophila LGR2 receptor cAMP signaling. 0.35% of 380,000 active. inhibition, % at 9.99 µM. AID 720647. HEK293 LGR2, CRE-luciferase, bursicon-stimulated, 4 h;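 active = drop in luminescence signal, shown as inhibition above about 50% in the replicate tests, limit read from the data, passing the limit was not always enough; inconclusive = probably only some replicates passing the limit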;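 note: agonist challenge used bursicon conditioned medium at about half maximal strength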
Casp6 inh: blocks human caspase-6 cleavage activity | inhibition, % at 12.5 µM | AID 686996 | purified caspase-6, Z-VEID-R110 cleavage fluorescence | P55212 | 0.53% of 350,000 active;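 active = mean inhibition across replicates at least about 35%, with every replicate also reaching that limit, limit read from the data; inconclusive = only one of the two criteria met; inactive = neither criterion met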;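 note: 0% = median of neutral control wells and 100% = no fluorescence left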
Target sequence (P55212 24-179 limits assumed): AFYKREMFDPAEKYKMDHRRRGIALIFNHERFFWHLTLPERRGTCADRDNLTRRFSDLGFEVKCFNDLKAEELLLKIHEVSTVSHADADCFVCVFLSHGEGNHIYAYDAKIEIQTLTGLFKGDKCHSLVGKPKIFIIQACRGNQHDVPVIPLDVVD
Target sequence (P55212 194-293 limits assumed): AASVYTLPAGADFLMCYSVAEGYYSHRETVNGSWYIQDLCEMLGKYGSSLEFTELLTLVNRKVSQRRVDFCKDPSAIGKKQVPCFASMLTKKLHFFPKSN
* hit, by the source's call; ? = inconclusive; . = not tested or not shown.

Start of the data: the first three compounds, ahead of the listing:
Under each structure: PAX8 reporter, ARNT TACC3 PPI, EWS-Fli block, SIRT5 block, DENV2 CPE rescue, LGR2 antag, Casp6 inh
COc1ccc([C@]2(C(C)C)ON(c3ccccc3C(F)(F)F)C2=O)cc1
  55, -2, 15, -6, 0, ., 1
C[C@@H]1CN([C@H](C)CO)C(=O)CCCn2cc(nn2)CO[C@@H]1CN(C)Cc1ccccc1C(F)(F)F
  -4, ., -4, ., ., 2, .
CCOC(=O)c1ccc(NC(=S)NNC(C)(C)C)cc1
  -7, -2, -3, -3, -1, -17, -2

The whole of this part, previewed entries included:
Under each structure: PAX8 reporter, ARNT TACC3 PPI, EWS-Fli block, SIRT5 block, DENV2 CPE rescue, LGR2 antag, Casp6 inh
COc1ccc([C@]2(C(C)C)ON(c3ccccc3C(F)(F)F)C2=O)cc1
  55, -2, 15, -6, 0, ., 1
C[C@@H]1CN([C@H](C)CO)C(=O)CCCn2cc(nn2)CO[C@@H]1CN(C)Cc1ccccc1C(F)(F)F
  -4, ., -4, ., ., 2, .
CCOC(=O)c1ccc(NC(=S)NNC(C)(C)C)cc1
  -7, -2, -3, -3, -1, -17, -2
C[C@@H]1CN([C@@H](C)CO)C(=O)Cc2cc(N(C)C)ccc2O[C@H]1CN(C)Cc1ccc(Oc2ccccc2)cc1
  82*, ., -15, ., ., 21, .
CC1CN(C(=O)c2cccc(NS(=O)(=O)c3ccc(Br)cc3)c2)CC(C)O1 (stereo not given)
  16, ., -6, ., 1, 5, -1
O=C(C[C@H]1C=C[C@@H](NC(=O)Nc2cc(F)ccc2F)[C@@H](CO)O1)NCCCN1CCOCC1
  6, 2, -3, 0, 0, -14, -3
CCN1C[C@@H]2[C@@H]3C(=O)N(C)C(=O)[C@@H]3[C@](Cc3ccccc3)(C1=O)N2C(=O)c1ccc(F)cc1
  -23, ., -5, -7, 9, 8, 3
NS(=O)(=O)c1ccc(N=Nc2c(=O)[nH]n3c(=O)c4c([nH]c23)CCCC4)cc1
  -3, 37, -5, 5, ., 2, .
COc1ccc(-n2nc(C(=O)NCC(=O)N3CCN(Cc4ccccc4)CC3)c3ccccc3c2=O)cc1OC
  12, -6, 4, -1, -5, -9, 1
O=C(c1ccc(Br)o1)N1CC=C(c2ccccc2)CC1
  -11, -11, 3, ., -5, ., 0
COc1ccccc1Nc1ccc2nonc2c1[N+](=O)[O-]
  6, -6, -2, -5, 4, 1, -3
CC1CN(C(=O)c2ccccc2NS(=O)(=O)c2ccc(Cl)cc2)CC(C)O1 (stereo not given)
  8, -5, -3, -9, -5, 0, 0
COc1ccc(CCNC(=O)[C@@H](NC(=O)N2CC(=O)Nc3ccccc32)C(C)C)cc1OC
  7, 8, 1, -4, -3, -1, -2
CC(=O)Nc1nc2cc3c(cc2s1)OCCO3
  -55, -4, 26, -5, 1, 38, -2
FC(F)(F)c1cccc(-c2cc(C3CCNCC3)[nH]n2)c1
  26, -3, 41, -4, -3, 2, -6
CCC(=O)N1CCCC1(C)C(=O)Nc1ccc2nc(C)ccc2c1 (stereo not given)
  -6, ., 7, 1, -3, 3, -2
CC(C)=CCN1CCN(Cc2c[nH]c3ccccc23)CC1CCO (stereo not given)
  -9, 2, 6, -4, 2, 4, -3
COc1ccc(C(CNC(=O)COc2ccc(C)c(C)c2)N2CCCCC2)cc1 (stereo not given)
  -9, 9, 0, -5, 12, -6, -12
CC(C)(C)N1CC(C(=O)Nc2ccc(C#N)cc2)CC1=O (stereo not given)
  -9, -14, -9, -3, -1, -2, 0
O=C(CN1N=C(c2ccccc2)CCC1=O)NCc1ccco1
  -8, ., -1, -1, -6, -3, -3
CN(CC(=O)NCCc1ccccc1)Cc1ccco1
  -104, -2, -56, 0, -3, -11, -1
O=C1CN(S(=O)(=O)c2cccc(F)c2)C[C@H]2[C@@H](c3ccc(C4=CCCC4)cc3)[C@H](CO)N12
  0, ., 1, 4, 6, 2, 2
COc1ccc(/C=C(/C(=O)NCc2ccccc2)c2ccccc2)cc1
  -6, 3, 8, -1, 2, ., 1
Cn1nc(C(F)(F)F)c(C(=O)Nc2ccc(F)cc2F)c1Cl
  9, 0, 0, -2, 2, -6, -1
O=C(O)CC(NC(=O)C(F)(F)F)c1ccc2c(c1)OCO2 (stereo not given)
  -2, -3, -6, -4, 14, -3, 1
Cc1ccc(S(=O)(=O)N2CCN(C(=O)COc3ccc(Br)cc3)CC2)cc1
  19, -7, 10, 0, 4, 2, 1
CC(C)C(=O)N1CCN(c2ccc(NC(=O)c3ccc4c(c3)OCCO4)cc2)CC1
  -6, -1, 8, 0, 1, 5, 1
COc1ccccc1-n1c(SCC(=O)Nc2ccc(NC(C)=O)cc2)nc2c([nH]c3ccccc32)c1=O
  22, -8, ., -4, -5, 11, -1
COc1ccc(NC(=O)Nc2ccc3c(c2)C(=O)N([C@H](C)CO)C[C@@H](C)[C@@H](CN(C)S(=O)(=O)c2ccc(OC)cc2)O3)cc1
  -25, 9, 14, 3, 3, -4, 2
COc1ccc(S(=O)(=O)N(C)C[C@@H]2OCCCC[C@@H](C)Oc3ccc(NC(=O)Nc4ccc(F)cc4)cc3C(=O)N([C@H](C)CO)C[C@@H]2C)cc1
  13, 0, -1, 13, -3, -3, 2
NC(=O)NCc1ccccc1
  1, -4, -1, ., 4, 5, -5
CSc1ccc(CNc2ncc(-c3cccc([N+](=O)[O-])c3)n2C)cc1
  5, 22, -59, 0, 3, 3, 0
CNC(=O)Nc1cccc(-c2ccnc(C)n2)c1
  15, -5, 1, 2, 3, 9, -4
C/C=C/c1ccc([C@H]2[C@@H](CO)N(S(C)(=O)=O)[C@@H]2CN(C)C(=O)CC)cc1
  2, 8, -2, 1, -6, 4, 3
CC1CCc2sc(C(=O)OCC(=O)NCc3ccccc3)cc2C1 (stereo not given)
  3, 6, ., ., ., 4, .
COc1ccc(NC(=O)CCS(=O)(=O)c2ccc3c(c2)CCN3C(C)=O)cc1
  1, 3, -14, -1, 0, 6, 1
O=C(C[C@@H]1CC[C@@H]2[C@H](COC[C@@H](O)CN2C(=O)Cc2ccccc2)O1)NC1CCC1
  -5, -3, -3, 3, 4, -9, 1
CSc1ncccc1C(=O)OCC(=O)N1CC2(C)CC1CC(C)(C)C2 (stereo not given)
  8, 0, 13, -3, -1, -7, 1
O=C(O)c1cc([N+](=O)[O-])ccc1C(=O)Nc1cccc([N+](=O)[O-])c1
  5, -4, -4, -3, -3, -3, 0
CC(C)CC(=O)Nc1ccnn1C1CCN(C(=O)c2ccc(Cl)cc2F)CC1
  -9, -7, -6, -4, -6, -8, -1
CCCn1c(C)cc(C(=O)COC(=O)c2cc(=O)[nH]c3ccccc23)c1C
  -43, ., -12, 10, -14, -60, -2
CC(=O)Nc1ccc(S(=O)(=O)NC(C)C(=O)NCCc2ccc(F)cc2)cc1 (stereo not given)
  -7, -3, 1, 2, -4, 8, 0
O=C(CN1CCOCC1)N/N=C/c1c(O)ccc2ccccc12
  26, ., -12, 0, 12, 4, -10
COc1ccc(OCC(N)=O)cc1
  -15, 1, -4, -5, -3, -13, -3
Cn1c(=O)n(C)c2cc(NS(=O)(=O)c3ccc(Cl)s3)ccc21
  -4, ., 31, 18*, 16, 4, 2

One compound at a time (already shown). Order of values: PAX8 reporter | ARNT TACC3 PPI | EWS-Fli block | SIRT5 block | DENV2 CPE rescue | LGR2 antag | Casp6 inh
Entry for CCCn1c(C)cc(C(=O)COC(=O)c2cc(=O)[nH]c3ccccc23)c1C → -43 | . | -12 | 10 | -14 | -60 | -2
Entry for Cn1c(=O)n(C)c2cc(NS(=O)(=O)c3ccc(Cl)s3)ccc21 → -4 | . | 31 | 18* | 16 | 4 | 2
Entry for NC(=O)NCc1ccccc1 → 1 | -4 | -1 | . | 4 | 5 | -5

(further entries)
Under each structure: PAX8 reporter, ARNT TACC3 PPI, EWS-Fli block, SIRT5 block, DENV2 CPE rescue, LGR2 antag, Casp6 inh
O=C1OC(c2ccc(F)cc2)=C/C1=C\c1ccc(O)cc1
  -6, -1, 23, -10, 5, 6, 1
Cc1ccc(F)cc1S(=O)(=O)N[C@@H]1CCN(Cc2ccc(OC(C)C)cc2)C1
  4, -10, 7, 0, ?, ., 1
CCOc1ccccc1C(=O)NC(C(=O)Nc1cccnc1)C(C)C (stereo not given)
  12, -7, -3, 1, 1, -11, 2
CC(C)CCNC(=O)CCC(=O)NNc1nc2ccccc2c2nc(-c3ccccc3)nn12
  0, 21, ., ., ., 18, .
COC(=O)C1(C(F)(F)F)N=C2Sc3ccccc3N2C(N2CCOCC2)=N1 (stereo not given)
  14, -9, -4, 0, 18, 10, 0
O=C(COc1ccc(F)c(Cl)c1)Nc1ccc(N2CCOCC2)cc1
  9, -2, -4, ., 0, ., -2
O=C(CN1CCN(CN2C(=O)NC3(CCCCCC3)C2=O)CC1)Nc1ccc(F)cc1
  -13, -11, -3, -5, 16, -8, 1
Cc1ccc(-c2cnc3c(c2)C(=O)N([C@@H](C)CO)C[C@H](C)[C@@H](CN(C)S(C)(=O)=O)O3)cc1
  -9, 6, -12, -11, ?, 11, 0
CC1(CCc2ccc3c(c2)OCO3)NCCc2c1[nH]c1ccccc21 (stereo not given)
  2, 14, 23, -3, 3, 3, 0
CC(=O)N1CCN(c2ccnc3cc(Cl)ccc23)CC1
  -17, -1, 14, -1, 4, ., -2
O=C(NC(=S)NCC1CCCO1)C(c1ccccc1)c1ccccc1 (stereo not given)
  3, -8, -16, -4, 0, ., 2
CC(C)CC(=O)N1CCN(Cc2cccc(Cl)c2)CC1
  -8, -1, -2, -2, -1, 26, 0
CCOP(=O)(OCC)C(Nc1cccc(C(F)(F)F)c1)c1ccc(Br)cc1 (stereo not given)
  12, ., -11, -1, -3, ., -2
COc1ccccc1/C=C/C(=O)Nc1ccc(S(=O)(=O)Nc2cc(C)nc(C)n2)cc1
  15, ., -6, 5, 5, 1, -1
CC1(C)CC(=O)C(=CN2CCN(C(=O)c3ccco3)CC2)C(=O)C1
  ., 5, 7, 6, -8, 2, 3
CCc1c(C)c(C#N)c2nc3ccccc3n2c1NCCCN(C)C
  30, ., -11, 0, 6, -26, -1
O=C(Nc1ccc(F)cc1)N1CC(=O)N2[C@@H](CO)[C@H](c3ccc(-c4cccc(F)c4)cc3)[C@@H]2C1
  8, ., 9, 1, 2, 2, 0
COc1ccccc1NS(=O)(=O)c1ccc(C(=O)N2CC(C)OC(C)C2)cc1 (stereo not given)
  -5, 2, 1, 5, -11, ., 1
O=C1NC2CCc3nc4ccccc4c(=O)n3C2=Nc2ccccc21 (stereo not given)
  ., -4, 1, ., -6, ., 3
O=C1CCCN1CCCNc1nc2c(S(=O)(=O)c3ccccc3)nnn2c2ccc(Cl)cc12
  32, -1, 10, -3, 1, 20, 3
Cc1c(Cl)cccc1N(CC(=O)NC(C)c1ccccc1)S(C)(=O)=O (stereo not given)
  11, 5, 9, -6, 0, 9, 0
Cc1cc(=S)c2cccc(C)c2[nH]1
  25, ., -7, 11, 1, 0, 1
COCCC1CCCCN1Cc1cn(-c2ccccc2)nc1-c1ccc2c(c1)OCO2 (stereo not given)
  -17, 5, -3, -1, -4, -12, 0
CCCCC(=O)N1CCCC(c2nc(-c3cccc(OC)c3)no2)C1 (stereo not given)
  -110, 11, -79, -3, -1, -102, 13
CN(C)CCCn1c(=S)[nH]c2ccccc2c1=O
  11, -3, 0, 3, -2, -4, -13
COc1ccc2cc(S(=O)(=O)Nc3ccccn3)ccc2c1
  -9, ., -4, -1, -1, -5, -4
Cc1cc(C(=O)CN2CCN(CC(=O)Nc3ccc(F)cc3)CC2)c(C)n1C1CC1
  -2, ., -6, 1, 16, -4, 0

Screening data as filed in PubChem.
